# Assay outcomes deposited in PubChem by Sanford-Burnham Center for Chemical Genomics.
# SENP7 inh – SENP7 protease inhibitors, primary screen, biochemical, luminescence, uHTS | recombinant SENP7, Z-RLRGG-aminoluciferin luminescence, 40 min | inhibition, % at 5 µM | AID 434973, 2010 | Sentrin-specific protease 7 (Homo sapiens), Q9BQF6 | 1.5% of 330,000 active;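 active means inhibition above about 50% at the single test dose, limit read from the data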;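 further: plate controls were DMSO with enzyme for no effect and no enzyme buffer wells for full effect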
# Target sequence (Q9BQF6 706-1050 limits assumed): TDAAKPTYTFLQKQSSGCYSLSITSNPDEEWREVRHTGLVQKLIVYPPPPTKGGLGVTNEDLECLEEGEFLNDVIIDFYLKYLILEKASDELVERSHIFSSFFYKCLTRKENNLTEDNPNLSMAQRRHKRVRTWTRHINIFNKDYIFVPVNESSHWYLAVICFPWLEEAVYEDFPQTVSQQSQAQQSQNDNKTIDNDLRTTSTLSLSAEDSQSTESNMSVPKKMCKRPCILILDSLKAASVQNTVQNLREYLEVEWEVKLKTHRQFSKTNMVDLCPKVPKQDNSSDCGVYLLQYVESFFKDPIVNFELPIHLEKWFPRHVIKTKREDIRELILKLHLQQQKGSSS
# SENP8 block-1 – SENP8 protease inhibitors, primary screen, biochemical, luminescence | purified SENP8, Z-RLRGG-aminoluciferin cleavage | inhibition, % at 10 µM | 1.2% of 330,000 active | AID 2540, 2010; in the data active means inhibition above about 50%
# SENP6 block – SENP6 protease inhibitors, primary screen, biochemical, luminescence, uHTS; Sentrin-specific protease 6 (Homo sapiens), Q9GZR1; Recombinant SENP6 catalytic domain, aminoluciferin luminescence; inhibition, % at 10 µM; 1.8% of 330,000 active;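 active means inhibition above about 50% at the single tested dose, limit read from the data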;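 further: plate controls were DMSO wells with enzyme for no effect and DMSO wells lacking enzyme for full effect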
# Target sequence (Q9GZR1 628-1112 limits assumed): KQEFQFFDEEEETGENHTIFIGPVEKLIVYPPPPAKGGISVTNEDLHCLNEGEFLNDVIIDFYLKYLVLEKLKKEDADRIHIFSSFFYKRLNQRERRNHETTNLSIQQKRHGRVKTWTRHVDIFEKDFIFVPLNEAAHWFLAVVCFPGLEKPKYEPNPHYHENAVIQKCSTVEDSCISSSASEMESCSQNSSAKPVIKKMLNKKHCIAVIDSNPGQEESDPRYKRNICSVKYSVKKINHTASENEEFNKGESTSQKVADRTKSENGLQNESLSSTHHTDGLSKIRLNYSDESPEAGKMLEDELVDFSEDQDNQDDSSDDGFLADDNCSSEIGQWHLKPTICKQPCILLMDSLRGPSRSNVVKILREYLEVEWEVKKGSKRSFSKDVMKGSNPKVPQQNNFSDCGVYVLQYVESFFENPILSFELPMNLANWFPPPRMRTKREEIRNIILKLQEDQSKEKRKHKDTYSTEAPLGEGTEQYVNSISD
# PfGluPho inh – PfG6PD enzyme inhibitors, primary screen, biochemical, fluorescence intensity, uHTS; inhibition, % at 20 µM; PfGluPho enzyme, NADPH resazurin-diaphorase fluorescence; glucose-6-phosphate dehydrogenase-6-phosphogluconolactonase (Plasmodium falciparum 3D7); 0.78% of 350,000 active;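 active means inhibition reaching at least a set limit at 20 µM in the primary screen, cut at about 59% in these data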;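 further: 0% = DMSO wells with substrate and 100% = DMSO wells lacking glucose-6-phosphate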
# SENP8 block-2 – human SENP8 protease inhibitors, primary screen, biochemical, fluorescence, Nedd8 protein substrate, uHTS | recombinant SENP8 | inhibition, % at 20 µM | 0.64% of 360,000 active | AID 602440, 2012; in the data active means inhibition mostly above about 40%, no sharp cut-off; inactive means mostly below about 27%
# HKDC1 inh – HKDC1 hexokinase inhibitors, primary screen, biochemical, fluorescence, uHTS; Q2TB90; recombinant HKDC1, G6PDH/diaphorase resazurin coupled fluorescence; inhibition, % at 20 µM; 0.16% of 340,000 active;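 active means inhibition above about 35% when tested at 20 µM, limit read from the data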;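 further: plate controls were DMSO wells with enzyme for no effect and DMSO wells lacking enzyme for full effect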
#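 Test system: recombinant HKDC1 (HK5) hexokinase enzyme, produced in-house / Doses: 20 µM test compound, 1% DMSO / Timing: 90 min, room temperature / Detection: G6PDH/diaphorase-coupled fluorescence, 1 mM NADP, 100 µM resazurin, 525/613 nm / Control set: DMSO wells with and without enzyme mix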
# NALP3 yeast inh – NALP3 inflammasome inhibitors in reconstituted yeast, primary screen, luminescence, uHTS. Yeast reconstituted NLRP3/ASC/caspase-1, beta-gal luminescence, 24 h. inhibition, % at 10 µM. 0.39% of 330,000 active. AID 2825, 2010;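 active means inhibition of 50% or more; inactive means inhibition below 50%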;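 further: plate controls were induced DMSO wells for no effect and uninduced yeast grown without galactose for full effect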
# Apaf-1 inh – inhibitors of human Apaf-1 apoptosome, primary screen, biochemical, DEVD-Rh110 fluorescence, uHTS. Apoptotic protease-activating factor 1 (Homo sapiens), O14727. 0.71% of 330,000 active. reconstituted apoptosome caspase-3 activity. inhibition, % at 20 µM; active means inhibition of at least 40% at 20 µM;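 further: plate controls were DMSO wells for no effect and DEVD-CHO caspase inhibitor wells for full effect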
#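 System – cell-free apoptosome with Apaf-1, procaspase-3 and caspase-9 · Buffer or medium – pH 7.5 Hepes buffer with CHAPS, BSA, DTT · Also added – cytochrome c with DEVD-Rh110 · Times – 30 min compound preincubation, 50 min activation, room temperature · Technique – Rh110 fluorescence intensity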
# SENP1 inh – human SENP1 catalytic domain inhibitors, primary screen, biochemical, FRET, uHTS | recombinant SENP1 catalytic domain, CyPet-SUMO1-YPet FRET cleavage | inhibition, % at 10 µM | 0.21% of 360,000 active;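 active means inhibition at least 30% at 10 µM, raw YFP signal under a set limit, fluorescence ratio 0.5 to 1.5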;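 further: 0% = enzyme with DMSO and 100% = no enzyme wells; some results filed as inactive read as strong as hits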
# Target sequence (Q9P0U3 419-644 limits assumed): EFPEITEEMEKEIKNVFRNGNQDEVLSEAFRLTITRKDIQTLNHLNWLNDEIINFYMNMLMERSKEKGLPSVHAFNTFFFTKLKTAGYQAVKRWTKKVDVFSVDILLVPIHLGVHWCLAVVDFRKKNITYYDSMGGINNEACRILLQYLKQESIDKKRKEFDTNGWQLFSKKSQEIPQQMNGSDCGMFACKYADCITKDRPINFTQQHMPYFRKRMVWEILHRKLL
#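 Material: hSENP1 catalytic domain, recombinant; medium: Tris pH 8 with BME, BSA, NP40 and catalase; compound: single concentration of 10 µM compound, 0.5% DMSO final; technique: FRET read of cyan and yellow fluorescence; timing: 50 min enzyme reaction, room temperature, light-protected; reagent: SFCypet-SUMO1-SFYpet substrate at 25 nM; control set: no-enzyme low, enzyme-DMSO high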
# * = called active by the depositor; / = no result given.
# Values run as follows: SENP7 inh	SENP8 block-1	SENP6 block	PfGluPho inh	SENP8 block-2	HKDC1 inh	NALP3 yeast inh	Apaf-1 inh	SENP1 inh
1	CNC(=O)c1cc(NC(=O)CCn2nc(-c3ccccc3)c3ccccc3c2=O)ccc1OC
  -5	2	10	3	2	7	17	-5	1
2	COc1ccc(OC)c(NC(=O)c2ccc(NC(C)=O)cc2)c1
  5	7	-1	-6	-5	1	14	-3	-2
3	O=C(COC(=O)/C=C/c1ccc(S(=O)(=O)N2CCOCC2)cc1)Nc1ccc(F)c(F)c1F
  8	-3	16	-3	5	0	-4	-7	1
4	CCN(CC)S(=O)(=O)c1ccc(NC(=O)Cc2cccs2)cc1
  -3	0	-11	-2	5	-6	15	-4	-4
5	COc1ccc(-c2nnn(CC(=O)NC3CCCc4ccccc43)n2)cc1OC (stereo not given)
  -3	4	-9	-11	14	-6	7	-3	0
6	Cc1cc(Cl)c(OCCCCN2CCOCC2)c(Br)c1
  -2	-3	-9	1	13	-7	6	4	2
7	Cc1occc1-c1nnc(SCC(=O)NC2CC2)n1C
  -3	5	-8	1	-4	-2	-10	-6	0
8	CC(C)(C)n1nnnc1C(c1cccc(C(F)(F)F)c1)N1CCOCC1 (stereo not given)
  6	6	7	22	15	2	-3	0	1
9	COCCn1cnnc1SCC(=O)Nc1cccc(S(=O)(=O)N(C)c2ccccc2)c1
  2	6	-7	16	4	-3	10	-2	0
10	O=C(NCCc1ccc(Cl)cc1)C1CCCN1C(=O)Nc1ccc(F)cc1 (stereo not given)
  7	-4	-16	-3	18	4	12	-13	2
11	CCC(C)C(NC(=O)C1CCC(C)CC1)C(=O)NCc1cccnc1 (stereo not given)
  7	1	-9	-7	26	0	-5	0	-1
12	CC(=O)Nc1cccc(C(=O)NNC(=O)c2n[nH]c(=O)c3ccccc23)c1
  6	-2	2	-18	0	1	1	-6	0
13	COc1ccccc1C(CNC(=O)C(CCSC)NC(=O)c1ccccc1Cl)N1CCCC1 (stereo not given)
  /	/	/	-2	-1	-2	/	/	-3
14	CCOc1cc2[nH]c(=S)n(CC3CCCN3CC)c(=O)c2cc1OCC (stereo not given)
  -12	-7	-5	31	-17	-7	-4	6	-3
15	Cc1cccc(N2N=C(C(=O)Nc3nc(C)cs3)CCC2=O)c1
  -7	-9	-14	9	5	-8	7	13	0
16	COc1ccc(C(C(=O)NC2CCCC2)N(Cc2ccccc2)C(=O)c2snc(C(N)=O)c2N)cc1OC (stereo not given)
  -17	-3	-12	-8	-315	-3	14	3	-8
17	Cc1cc(C(=O)Cn2nnc(-c3ccc(Cl)cc3)n2)c(C)n1CC1CCCO1 (stereo not given)
  -11	-5	-32	10	13	-6	-3	21	2
18	CN(C)CC(C)(C)CNC(=S)NCc1ccc2c(c1)OCO2
  -2	-6	6	-3	5	-7	10	-3	1
19	Cc1cccc(Nc2nc(C)nc3c2oc2ccccc23)c1
  -5	4	9	23	-294	0	8	19	-1
20	C=CC[C@@H](CC(=O)NCCO)C(=O)N[C@H](COC(=O)[C@@H](CC=C)Cc1ccc(F)cc1)Cc1c[nH]c2ccccc12
  -5	-11	-21	25	-4	-2	2	21	0
21	Cc1ccc(S(=O)(=O)Nc2cc(Cl)ccc2-n2cncn2)cc1
  -4	0	-7	-8	15	0	11	1	2
22	CCC(=O)c1c[nH]c(C(=O)N2CCN(c3ccccc3)CC2)c1
  -4	2	-20	-5	17	-6	19	-3	1
23	c1ccc(COc2cccc(CN3CCN(c4ccccn4)CC3)c2)cc1
  2	-3	-10	9	4	-5	25	2	3
24	O=C(CN1CCOCC1)NNc1nc(-c2ccccc2)c2cc(Br)ccc2n1
  -3	-8	-11	-5	-1	-2	12	5	2
25	CC(=O)c1cccc(NC(=O)c2cnccn2)c1
  -8	9	4	-1	9	-8	20	-1	2
26	C=CCn1c(N2CCCC2)nc2c1c(=O)[nH]c(=O)n2C
  -1	5	-12	-4	20	-4	14	-22	1
27	CC(C)(C)c1ccc(S(=O)(=O)N2CCN(CC(O)COCC3CCCO3)CC2)cc1 (stereo not given)
  -4	-5	-1	-8	10	-2	15	6	0
28	O=C(Nc1ccn(CCCN2CCN(c3ccccn3)CC2)c(=O)n1)OCc1ccccc1
  /	/	/	-10	1	-5	/	/	3
29	COC(=O)c1ccccc1S(=O)(=O)N1CCC(NC(=O)c2ccccc2)CC1
  -7	-13	-10	5	13	-6	8	7	0
30	CCOc1ccc(/C=C/C(=O)N(CC)CC(=O)NCc2cccs2)cc1OC
  -4	0	-14	-16	-251	3	26	2	-2
31	COc1ccc(S(=O)(=O)N(C)C[C@H]2Oc3ccc(NS(=O)(=O)c4ccc(F)cc4)cc3C(=O)N([C@H](C)CO)C[C@@H]2C)cc1
  -2	-1	-5	-7	-1	-3	17	13	1
32	COP(=O)(CC(=O)c1ccccc1)CC(=O)c1ccccc1
  4	6	3	-8	17	-6	13	-8	1
33	O=[N+]([O-])c1ccc(N2CCCC2)cc1NCc1ccccc1
  1	1	-2	-6	36	4	15	10	2
34	CC(OC(=O)c1ccccc1CCc1ccccc1)C(N)=O (stereo not given)
  -11	-7	-11	13	18	-3	12	5	-2
35	O=C(NCc1ccccn1)c1ccc(OC2CCN(Cc3ccc(F)cc3F)CC2)cc1
  6	-3	2	6	9	-4	11	15	-15
36	COCCCNc1oc(-c2cccs2)nc1S(=O)(=O)c1ccc(C)cc1
  6	-2	24	-4	-223	1	8	4	-2
37	O=C(CSc1nc2ccccc2o1)N/N=C/c1ccc(O)c(O)c1
  3	-3	-25	10	-13	6	-10	-24	7
38	COc1ccc(CCN2C(=O)CSC2=Nc2ccc(C)cc2C)cc1OC
  -6	-6	-4	-7	15	1	26	13	0
39	Cc1ccc(-n2ncc3c2CC(C)(C)CC3NC(=O)c2cc[n+]([O-])cc2)cc1 (stereo not given)
  13	1	-9	0	2	-10	15	3	0
40	COc1ccc(C(CNC(=O)COc2ccc(F)cc2Br)N2CCCC2)cc1 (stereo not given)
  -4	5	-14	6	-9	-3	24	-1	-1
41	CCC(=O)Nc1ccc(C(=O)NNC(=O)COc2cccc(C)c2)cc1
  1	2	8	-4	4	4	12	-10	1
42	COc1ccccc1N1CCN(CC(=O)Nc2nccs2)CC1
  -6	4	11	9	8	-9	6	-3	0
43	O=c1c2ccccc2nc(/C=C/c2cc(Br)ccc2O)n1CCCO
  -8	4	-2	0	-79	11	-4	9	77
44	Cc1ccc(-n2cccn2)c(CN2CCCC(C(=O)c3ccc4c(c3)OCO4)C2)c1 (stereo not given)
  -7	3	18	-8	-12	-6	6	18	0
45	COCCCN1C2=C(C(=O)CC(C)(C)C2)C(c2ccc(O)c(OC)c2)C2=C1CC(C)(C)CC2=O
  15	-6	-1	8	-122	0	10	1	-85
46	CCc1oc2c(C)c(O)ccc2c(=O)c1-c1ccc2ccccc2n1
  -6	-2	-9	19	9	-5	7	15	-3
47	COc1ccc(NC(=O)C(=O)N/N=C/c2cc(C)n(-c3cccc(Cl)c3Cl)c2C)c(OC)c1
  0	4	-37	1	-58	1	13	7	0
48	COCCN1C(=O)N[C@@H](c2cccc(F)c2)C(C(C)=O)=C1C
  -4	-5	-7	-3	14	1	-8	4	1
49	CCCNC(=O)C(Cc1cccc(OC)c1)NC(=O)c1ccc(C(C)(C)C)cc1 (stereo not given)
  17	-2	-2	-12	8	3	27	14	2
50	O=[N+]([O-])c1cc([N+](=O)[O-])c(Oc2c(F)cc(F)cc2F)cc1NN1CCCCC1
  -4	-8	-20	0	33	0	-15	15	3
51	CCCS(=O)(=O)C/C(N)=N/OC(=O)c1ccc(Cl)cc1
  7	-3	-4	10	29	-3	4	-25	6
52	CCCOc1ccc(C(C)=O)cc1CC(C(=O)OCC)C(=O)OCC
  2	10	-1	1	10	-1	16	14	0
53	COc1ccc(N2CCN(c3oc(Cc4ccccc4)nc3C#N)CC2)cc1
  -7	-1	-16	10	17	-5	15	20	0
54	COc1c(/C=N/NC(N)=S)c(C)nn1-c1ccccc1
  9	70*	-1	0	0	-7	11	2	0
55	O=C(COc1ccccc1)NCC(=O)N/N=C/c1ccccc1
  -3	5	0	34	14	-9	12	3	1
56	C=CC(COCc1ccccc1)N(Cc1ccc(OC)cc1)S(=O)(=O)c1ccccc1Br (stereo not given)
  1	3	18	4	2	-1	7	0	2
57	O=C(O)C1C2CCC(C2)C1C(=O)Nc1ccccc1 (stereo not given)
  5	9	-12	-13	14	0	18	-10	5
58	O=C(NNC(=O)c1cc(O)c(O)c(O)c1)NC1CCCCC1
  6	2	-8	8	35	-9	9	2	1
59	CCOC(=O)N1CCN(C(=O)c2ccc(-n3c(C)ccc3C)cc2)CC1
  -7	-2	-10	8	1	-13	0	12	-1
60	O=C(O)COc1ccc(-c2nccc(-c3cccs3)n2)cc1
  1	-28	16	/	/	/	-10	-1	/

# New compounds follow:
# Values run as follows: SENP7 inh	SENP8 block-1	SENP6 block	PfGluPho inh	SENP8 block-2	HKDC1 inh	NALP3 yeast inh	Apaf-1 inh	SENP1 inh
61	COc1cccc(CN2CC(C(=O)NCCN3CCOCC3)CCC2=O)c1 (stereo not given)
  -7	1	9	7	10	-4	5	-10	1
62	COc1ccccc1N1CCN(C(=O)C(C)NC(=O)c2cccc([N+](=O)[O-])c2)CC1 (stereo not given)
  -4	-8	-5	5	13	-6	4	2	0
63	CCC1=C(OC(=O)N(CC)CC)N2C(=O)OC(=NCCOC)[C@]2(Cc2ccccc2)[C@H]2C1=CC[C@H]1C(=O)N(C)C(=O)[C@H]12
  -11	-7	-11	-2	-1	-3	9	-2	17
64	O=C1CC(c2ccc(F)cc2)Cc2nc(N3CCN(c4ccccc4)CC3)ncc21 (stereo not given)
  3	0	-18	-14	0	-1	21	11	1
65	O=c1cccc(-c2ccccc2)[nH]1
  1	9	-4	0	6	-2	5	-4	1
66	CC(C)CCNC(=O)CCn1c(=S)oc2ccccc21
  -7	4	3	2	6	-9	-2	-8	3
67	Cc1[nH]nc2c1C(c1cccnc1)N(c1ccc(Br)cc1)C2=O (stereo not given)
  6	-6	0	-2	37	-8	4	-3	1
68	Cc1ccc(C2CC(c3ccco3)n3nc(N)nc3N2)cc1 (stereo not given)
  -5	1	2	-5	-421	-5	30	-11	-8

# Quoted from above, nos. 1–2
# Values run as follows: SENP7 inh	SENP8 block-1	SENP6 block	PfGluPho inh	SENP8 block-2	HKDC1 inh	NALP3 yeast inh	Apaf-1 inh	SENP1 inh
1	CNC(=O)c1cc(NC(=O)CCn2nc(-c3ccccc3)c3ccccc3c2=O)ccc1OC
  -5	2	10	3	2	7	17	-5	1
2	COc1ccc(OC)c(NC(=O)c2ccc(NC(C)=O)cc2)c1
  5	7	-1	-6	-5	1	14	-3	-2
